LYP inhibition: inhibitors of LYP phosphatase, biochemical, fluorescence intensity, uHTS (AID 1779). recombinant LYP phosphatase, fluorescence intensity; higher % means a stronger effect. inhibition, % at 11.5 µM; hits with a dose series show IC50 in µM. 0.054% of 290,000 active;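 also: plate controls were vehicle with enzyme for no effect and no enzyme for full effect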
HIV peptide binding: inhibitors of HIV fusion peptide binding, primary screen, biochemical, uHTS, fluorescence dequenching (AID 1986); one-dose inhibition, % at 20 µM; IC50 in µM for titrated hits; cell-free peptide binding, fluorescence dequenching, 30 min; higher % means a stronger effect; 0.3% of 290,000 active; in the data active = inhibition mostly above about 52%, no sharp cut-off; inactive = mostly below about 76%; also: some results filed as inactive read as strong as hits
SIAH1 antagonists: Siah-1 peptide-binding antagonists, primary screen, biochemical, fluorescence polarization, rhodamine-plectin, uHTS (AID 1817). displacement, % at 20 µM; hits with a dose series show IC50 in µM. Siah-1 / rhodamine-plectin peptide fluorescence polarization; higher % means a stronger effect. 0.02% of 290,000 active. E3 ubiquitin-protein ligase SIAH1 (Homo sapiens);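 active = displacement of at least 50% at 20 µM, with a fluorescence ratio check between 0.3 and a set limit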;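 also: plate controls were Siah plus tracer with DMSO for no effect and tracer alone without Siah for full effect; strong numbers were not always called active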
Myeloid diff 2: induction of myeloid progenitor differentiation, primary screen, cell-based, flow cytometry, MLPCN library | calls only at 10 µM | ER-HoxA9 myeloid progenitors, lysozyme-GFP differentiation | 1% of 360,000 active;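 active = normalized GFP-positive differentiation at or above the plate's own cutoff, the solvent-only control mean plus 3 SD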;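 also: cells exposed to compound for four days before flow analysis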
Salmonella PhoP GFP: inhibitors of PhoP regulon expression, primary screen, Salmonella Typhimurium, GFP reporter (AID 1863). S. Typhimurium PhoP-regulated promoter GFP reporter, 4 h; higher % means a stronger effect. one-dose inhibition, % at 50 µM; IC50 in µM for titrated hits. 0.16% of 300,000 active;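 active = inhibition over 29.93%, a cutoff 3 SD above the screen mean, later confirmed by dose response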;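 also: 0% = low Mg2+ inducing control and 100% = high Mg2+ repressing control; strong numbers were not always called active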
NOD1 NF-kB reporter: NOD1 signaling inhibitors, primary screen, cell-based, luminescence, uHTS (AID 1578) | NOD1-driven NF-kB luciferase reporter cells, luminescence; higher % means a stronger effect | one-dose inhibition, % at 4 µM; EC50 in µM for titrated hits | 1% of 290,000 active; in the data active = inhibition mostly above about 36%, no sharp cut-off; inactive = mostly below about 34%;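 also: HEK-293T reporter cells stimulated with the NOD1 agonist gamma-tri-DAP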
KOR beta-arrestin-1: KOR antagonists, beta-arrestin recruitment, cell-based, luminescence, uHTS (AID 1778). inhibition, % at 10 µM, or IC50 in µM where a hit was titrated. 0.091% of 290,000 active. Kappa-type opioid receptor (Homo sapiens). KOR beta-arrestin recruitment, luminescence, antagonist mode; higher % means a stronger effect; also: strong numbers were not always called active
KOR beta-arrestin-2: KOR agonists, beta-arrestin recruitment, primary screen, cell-based, luminescence, uHTS (AID 1777). 0.02% of 280,000 active. activation, % at 10 µM, or EC50 in µM where a hit was titrated. Kappa-type opioid receptor (Homo sapiens). KOR beta-arrestin recruitment, luminescence; higher % means a stronger effect; in the data active = activation above about 50%, passing the limit was not always enough; also: a part of the inactive calls stands beside numbers as strong as those of hits
HEK293 NOD2/NF-kB: NOD2 signaling inhibitors, cell-based, luminescence, uHTS, HEK293 (AID 1566); HEK293 NOD2/NF-kB luciferase reporter, luminescence; higher % means a stronger effect; inhibition, % at 4 µM; hits with a dose series show EC50 in µM; 0.63% of 290,000 active; also: many of its hits are not listed in these tables
Myeloid diff 2 GFP+ MAC1+ %: second read-out of Myeloid diff 2, no call of its own (marks repeat the call); GFP+ MAC1+ double positive, %; measured here: differentiation confirmed by MAC1 staining
Active calls of the source: *; [ ] = dose if it differs, or a comment. Rule as the data show it, unless noted: active = inhibition above about 50%; inactive = the rest. Not all compounds are listed; rates above refer to the full screens.

Screening O=C(C1=NN(c2ccccc2)C2C(=O)N(c3cccc(Cl)c3)C(=O)C12)c1ccccc1 (stereo not given) returned LYP inhibition 6%, HIV peptide binding 26%, SIAH1 antagonists -4%, Myeloid diff 2 inactive, Salmonella PhoP GFP -1%, NOD1 NF-kB reporter -35%, KOR beta-arrestin-1 23%, KOR beta-arrestin-2 7.7%, HEK293 NOD2/NF-kB 1% and Myeloid diff 2 GFP+ MAC1+ % 0.3.
For O=C(NNc1ccc([N+](=O)[O-])cc1)C1CC1c1ccccc1 (stereo not given) the results were LYP inhibition 5%, HIV peptide binding 0.7%, SIAH1 antagonists 18%, Myeloid diff 2 inactive, Salmonella PhoP GFP -1%, NOD1 NF-kB reporter -44%, KOR beta-arrestin-1 -26%, KOR beta-arrestin-2 0.5%, HEK293 NOD2/NF-kB -1% and Myeloid diff 2 GFP+ MAC1+ % 0.4.
COCCN1CCc2[nH]c(=S)[nH]c(=O)c2C1 was read as LYP inhibition 1%, HIV peptide binding -0.7%, SIAH1 antagonists -3%, Myeloid diff 2 inactive, Salmonella PhoP GFP 12%, NOD1 NF-kB reporter -28%, KOR beta-arrestin-1 31%, KOR beta-arrestin-2 0.6%, HEK293 NOD2/NF-kB 13% and Myeloid diff 2 GFP+ MAC1+ % 0.5.
For Cc1ccc(Cl)cc1N(CC(=O)NC(C)c1ccccc1)S(C)(=O)=O (stereo not given) the results were LYP inhibition -6%, HIV peptide binding 0.1%, SIAH1 antagonists 0%, Myeloid diff 2 inactive, Salmonella PhoP GFP -7%, NOD1 NF-kB reporter -17%, KOR beta-arrestin-1 4%[20 µM], KOR beta-arrestin-2 -7.9%, HEK293 NOD2/NF-kB 2% and Myeloid diff 2 GFP+ MAC1+ % 1.0.
Nc1nc(SCc2ccccc2Cl)[nH]c(=O)c1-c1ccccc1 was read as LYP inhibition -5%, HIV peptide binding 2.8%, SIAH1 antagonists 11%, Myeloid diff 2 inactive, Salmonella PhoP GFP -8%, NOD1 NF-kB reporter -17%, KOR beta-arrestin-1 3%, KOR beta-arrestin-2 -0.8%, HEK293 NOD2/NF-kB -6% and Myeloid diff 2 GFP+ MAC1+ % 1.2.
For CN(C)c1nc(-c2ccc([N+](=O)[O-])cc2)cs1 the results were LYP inhibition -3%, HIV peptide binding -1.0%, SIAH1 antagonists 7%, Myeloid diff 2 inactive, Salmonella PhoP GFP -9%, NOD1 NF-kB reporter -42%, KOR beta-arrestin-1 -16%, KOR beta-arrestin-2 -5.2%, HEK293 NOD2/NF-kB -35% and Myeloid diff 2 GFP+ MAC1+ % 0.5.
`CCOC(=O)c1cccc(NC(=O)C2CCC(CNc3c(N4CCOCC4)c(=O)c3=O)CC2)c1` (stereo not given) gave LYP inhibition -4%, HIV peptide binding 3.2%, SIAH1 antagonists -8%, Myeloid diff 2 inactive, Salmonella PhoP GFP 5%, NOD1 NF-kB reporter 17%, KOR beta-arrestin-1 10%, KOR beta-arrestin-2 -2.0%, HEK293 NOD2/NF-kB 0% and Myeloid diff 2 GFP+ MAC1+ % 1.8.
`COc1ccc(C(=O)c2ccc(Br)cc2)cc1` gave LYP inhibition -4%, HIV peptide binding 2.3%, SIAH1 antagonists 13%, Myeloid diff 2 inactive, Salmonella PhoP GFP -1%, NOD1 NF-kB reporter -15%, KOR beta-arrestin-1 -7%, KOR beta-arrestin-2 1.1%, HEK293 NOD2/NF-kB -24% and Myeloid diff 2 GFP+ MAC1+ % 1.8.
Screening CCOC(=O)C1=C(N)n2c(s/c(=C\c3ccco3)c2=O)=C(C(=O)OC(C)C)C1c1ccco1 (stereo not given) returned LYP inhibition 1%, HIV peptide binding 47%, SIAH1 antagonists 19%, Myeloid diff 2 inactive, Salmonella PhoP GFP 4%, NOD1 NF-kB reporter -5%, KOR beta-arrestin-1 12%, KOR beta-arrestin-2 -8.0%, HEK293 NOD2/NF-kB -2% and Myeloid diff 2 GFP+ MAC1+ % 1.8.
`COc1ccc(N=CC2=C(O)CC(C)(C)CC2=O)cc1` gave LYP inhibition -3%, HIV peptide binding -0.2%, SIAH1 antagonists -2%, Myeloid diff 2 inactive, Salmonella PhoP GFP 6%, NOD1 NF-kB reporter -32%, KOR beta-arrestin-1 0%, KOR beta-arrestin-2 6.2%, HEK293 NOD2/NF-kB -12% and Myeloid diff 2 GFP+ MAC1+ % 0.5.
`COC(=O)c1cc(NC(=O)CC2C(=O)NCCN2C(=O)c2ccc(F)cc2)cc(C(=O)OC)c1` (stereo not given) gave LYP inhibition -3%, HIV peptide binding -1.8%, SIAH1 antagonists 0%, Myeloid diff 2 inactive, Salmonella PhoP GFP 4%, NOD1 NF-kB reporter 0%, KOR beta-arrestin-1 7%, HEK293 NOD2/NF-kB 9% and Myeloid diff 2 GFP+ MAC1+ % 0.9.
For Cc1cccc(C)c1NC(=O)CSc1cc(C(=O)c2nccn2C)c2ccccc2n1 the results were LYP inhibition -4%, HIV peptide binding -0.5%, SIAH1 antagonists -6%, Myeloid diff 2 inactive, Salmonella PhoP GFP -2%, NOD1 NF-kB reporter 1%, KOR beta-arrestin-1 -29%, KOR beta-arrestin-2 2.5%, HEK293 NOD2/NF-kB 8% and Myeloid diff 2 GFP+ MAC1+ % 0.8.
CC1Cc2cc(/C(O)=C3/C(=O)C(=O)N(Cc4ccncc4)C3c3ccc(N(C)C)cc3)ccc2O1 (stereo not given) was read as LYP inhibition -5%, HIV peptide binding -2.8%, SIAH1 antagonists -5%, Myeloid diff 2 inactive, Salmonella PhoP GFP 9%, NOD1 NF-kB reporter -28%, KOR beta-arrestin-1 29%, KOR beta-arrestin-2 -0.4%, HEK293 NOD2/NF-kB 11% and Myeloid diff 2 GFP+ MAC1+ % 1.5.
For Cc1occc1C(=O)NNC1=CC(=O)CC(C)(C)C1 the results were LYP inhibition -2%, HIV peptide binding 0.2%, SIAH1 antagonists 0%, Myeloid diff 2 inactive, Salmonella PhoP GFP -4%, NOD1 NF-kB reporter -33%, KOR beta-arrestin-1 -1%, KOR beta-arrestin-2 0.1%, HEK293 NOD2/NF-kB 12% and Myeloid diff 2 GFP+ MAC1+ % 0.1.
Cc1ccc(C2C(C(=O)c3sc(C)nc3C)=C(O)C(=O)N2CCN2CCOCC2)o1 (stereo not given) was read as LYP inhibition -1%, HIV peptide binding -0.3%, SIAH1 antagonists 4%, Myeloid diff 2 inactive, Salmonella PhoP GFP 2%, KOR beta-arrestin-1 -14%, KOR beta-arrestin-2 2.8%, HEK293 NOD2/NF-kB 15% and Myeloid diff 2 GFP+ MAC1+ % 0.5.
COc1cc(OC)cc(C(=O)N[C@H](C(=O)OCC(=O)NC(=O)c2cccn2C)C(C)C)c1 was read as LYP inhibition -2%, HIV peptide binding 0.5%, SIAH1 antagonists -6%, Myeloid diff 2 inactive, Salmonella PhoP GFP -5%, NOD1 NF-kB reporter -50%, KOR beta-arrestin-1 -13%, KOR beta-arrestin-2 -2.5%, HEK293 NOD2/NF-kB 8% and Myeloid diff 2 GFP+ MAC1+ % 0.8.
`Cc1ccc(N=Cc2c(O)n(-c3nccs3)c(=O)c3ccccc23)cc1` gave LYP inhibition -4%, HIV peptide binding -0.3%, SIAH1 antagonists -1%, Myeloid diff 2 inactive, Salmonella PhoP GFP -5%, NOD1 NF-kB reporter -19%, KOR beta-arrestin-1 -16%, KOR beta-arrestin-2 6.9%, HEK293 NOD2/NF-kB 0% and Myeloid diff 2 GFP+ MAC1+ % 0.3.
For NNC(=O)c1cc(Br)cs1 the results were LYP inhibition -10%, HIV peptide binding 0.0%, SIAH1 antagonists 11%, Myeloid diff 2 inactive, Salmonella PhoP GFP -8%, NOD1 NF-kB reporter -5%, KOR beta-arrestin-1 11%, KOR beta-arrestin-2 -0.3%, HEK293 NOD2/NF-kB 9% and Myeloid diff 2 GFP+ MAC1+ % 0.2.
O=S(=O)(c1cccc(C(F)(F)F)c1)N1CCN(c2nnnn2-c2ccccc2)CC1 was read as LYP inhibition -6%, HIV peptide binding -2.2%, SIAH1 antagonists -4%, Myeloid diff 2 inactive, Salmonella PhoP GFP -9%, NOD1 NF-kB reporter -3%, KOR beta-arrestin-1 -30%, KOR beta-arrestin-2 2.9%, HEK293 NOD2/NF-kB 0% and Myeloid diff 2 GFP+ MAC1+ % 7.5.
Screening O=C(O)CC(c1ccc(C(F)(F)F)cc1)N1Cc2ccccc2C1=O (stereo not given) returned LYP inhibition -6%, HIV peptide binding 2.2%, SIAH1 antagonists 10%, Myeloid diff 2 inactive, Salmonella PhoP GFP 25%, NOD1 NF-kB reporter -2%, KOR beta-arrestin-1 8%, KOR beta-arrestin-2 -4.9%, HEK293 NOD2/NF-kB 0% and Myeloid diff 2 GFP+ MAC1+ % 0.2.
`Cc1nn(Cc2ccccc2)c(Cl)c1C(=O)OC1CCOC1=O` (stereo not given) gave LYP inhibition -1%, HIV peptide binding -2.4%, SIAH1 antagonists -4%, Myeloid diff 2 inactive, Salmonella PhoP GFP 26%, NOD1 NF-kB reporter 10%, KOR beta-arrestin-1 45%, KOR beta-arrestin-2 7.5%, HEK293 NOD2/NF-kB -2% and Myeloid diff 2 GFP+ MAC1+ % 2.4.
For CCCN1Cc2cccc(C(=O)NCc3cccs3)c2C1=O the results were LYP inhibition -6%, HIV peptide binding -2.7%, SIAH1 antagonists 0%, Myeloid diff 2 inactive, Salmonella PhoP GFP -3%, NOD1 NF-kB reporter -11%, KOR beta-arrestin-1 30%, KOR beta-arrestin-2 -1.4%, HEK293 NOD2/NF-kB 18% and Myeloid diff 2 GFP+ MAC1+ % 1.5.
`CCC(=O)c1cn(CC(=O)NCC2CCCO2)c2ccccc12` (stereo not given) gave LYP inhibition -8%, HIV peptide binding 1.6%, SIAH1 antagonists -5%, Myeloid diff 2 inactive, Salmonella PhoP GFP 8%, NOD1 NF-kB reporter -30%, KOR beta-arrestin-1 -5%, KOR beta-arrestin-2 3.9%, HEK293 NOD2/NF-kB -4% and Myeloid diff 2 GFP+ MAC1+ % 0.5.
Screening COC(CNC(=O)C1CC(=O)N(CCc2ccc(C)cc2)C1)OC (stereo not given) returned LYP inhibition -6%, HIV peptide binding 0.0%, SIAH1 antagonists 7%, Myeloid diff 2 inactive, Salmonella PhoP GFP -1%, NOD1 NF-kB reporter -2%, KOR beta-arrestin-1 -8%, KOR beta-arrestin-2 -7.0%, HEK293 NOD2/NF-kB 4% and Myeloid diff 2 GFP+ MAC1+ % 0.8.

Quoted at random: 2 entries already listed.
`Cc1nn(Cc2ccccc2)c(Cl)c1C(=O)OC1CCOC1=O` (stereo not given) gave LYP inhibition -1%, HIV peptide binding -2.4%, SIAH1 antagonists -4%, Myeloid diff 2 inactive, Salmonella PhoP GFP 26%, NOD1 NF-kB reporter 10%, KOR beta-arrestin-1 45%, KOR beta-arrestin-2 7.5%, HEK293 NOD2/NF-kB -2% and Myeloid diff 2 GFP+ MAC1+ % 2.4.
`CCC(=O)c1cn(CC(=O)NCC2CCCO2)c2ccccc12` (stereo not given) gave LYP inhibition -8%, HIV peptide binding 1.6%, SIAH1 antagonists -5%, Myeloid diff 2 inactive, Salmonella PhoP GFP 8%, NOD1 NF-kB reporter -30%, KOR beta-arrestin-1 -5%, KOR beta-arrestin-2 3.9%, HEK293 NOD2/NF-kB -4% and Myeloid diff 2 GFP+ MAC1+ % 0.5.

Bioassay records as filed in PubChem BioAssay.
